# Screening results deposited in PubChem by National Center for Advancing Translational Sciences (NCATS).
# GLP-1R agonist = qHTS of GLP-1 Receptor Agonists; HEK293 GLP-1R CRE-luciferase, luminescence, 4-6 h; cells express a hypersensitive GLP-1R form; 380,000 tested, 0.007% active; Potency, µM (titrated, usually from 45.6 µM), for inactives: at the top dose activation, actives largely listed as activators; Glucagon-like peptide 1 receptor (Homo sapiens), P43220; note: potency is the fitted concentration of half-maximal effect; % of control where 0% means no effect
# Target sequence (P43220 whole entry, looked up): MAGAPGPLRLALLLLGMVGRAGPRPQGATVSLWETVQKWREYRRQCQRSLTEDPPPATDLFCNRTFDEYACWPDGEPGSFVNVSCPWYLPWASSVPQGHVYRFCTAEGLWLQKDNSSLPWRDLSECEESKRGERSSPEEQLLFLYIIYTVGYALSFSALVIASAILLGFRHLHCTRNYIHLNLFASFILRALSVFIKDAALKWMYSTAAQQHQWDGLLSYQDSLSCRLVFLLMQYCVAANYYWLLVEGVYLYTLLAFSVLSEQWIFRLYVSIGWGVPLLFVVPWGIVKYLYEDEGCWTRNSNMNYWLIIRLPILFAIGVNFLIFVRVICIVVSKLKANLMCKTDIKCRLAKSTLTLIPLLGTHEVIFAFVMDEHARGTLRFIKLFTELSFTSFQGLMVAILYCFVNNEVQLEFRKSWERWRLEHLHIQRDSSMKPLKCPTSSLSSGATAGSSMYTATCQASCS
# GLP1R inv ag = qHTS of GLP-1 Receptor Inverse Agonists (Inhibition Mode); Glucagon-like peptide 1 receptor (Homo sapiens), P43220; HEK293 GLP-1R CRE-luciferase, luminescence, 24 h; GLP-1R form is constitutively active; Potency, µM (highest dose often 38.3 µM), for inactives: at the highest dose activity change, negative = inhibition, most hits filed as inhibitors; 410,000 tested, 1.6% active; AID 624417, 2012; note: potency is the fitted concentration of half-maximal effect; % is set by controls: 0 for no effect and ±100 for the full control effect; nearly all actives have a fitted effect of over 55% in size
#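 Cells are plated, allowed 12 hours at 37 deg C, then treated with compounds for 24 hr before luciferase detection reagent is added and luminescence is read after 12 min at room temperature. The HEK293 line carries constitutively active GLP-1R with a cAMP-responsive reporter.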
# FUS yeast rescue = qHTS for Suppressors of FUS Proteinopathy: Primary screen using FUS-linked yeast assay; S. cerevisiae FUS-expressing, growth rescue, OD600, 24 h; Potency, µM (highest dose often 76.6 µM), without a hit: at the highest dose growth rescue (activation), most hits filed as activators; 390,000 tested, 0.24% active; AID 1347120, 2019;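 note: potency is the fitted concentration of half-maximal effect; plate controls were DMSO vehicle for no effect and reference control for full effect; nearly all actives have a fitted effect of over 55% in size; some results filed as inactive show a strong effect at the top dose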
#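 Yeast FUS proteinopathy model; galactose-induced FUS (2%), starting OD 0.005. Cpds in dilution series, 24hr, 30C, 99% humidity. Abs 600 nm growth. Pos ctrl CP55940 (top 92uM final); neg ctrl DMSO.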
# D3 antag = qHTS of D3 Dopamine Receptor Antagonist: qHTS. D(3) dopamine receptor (Homo sapiens), P35462. D3R cells, DiscoveRx beta-arrestin luminescence, antagonist mode; stronger effect = lower value. max response, negative = inhibition, %. 360,000 tested, 2.5% active. AID 652054, 2013; in the data active = max response below about -50%; inconclusive = no clear call, values can overlap the other calls; note: % is set by controls: 0 for no effect and ±100 for the full control effect; mostly tested at two doses, the higher about 12 µM
# Target sequence (P35462 whole entry, looked up): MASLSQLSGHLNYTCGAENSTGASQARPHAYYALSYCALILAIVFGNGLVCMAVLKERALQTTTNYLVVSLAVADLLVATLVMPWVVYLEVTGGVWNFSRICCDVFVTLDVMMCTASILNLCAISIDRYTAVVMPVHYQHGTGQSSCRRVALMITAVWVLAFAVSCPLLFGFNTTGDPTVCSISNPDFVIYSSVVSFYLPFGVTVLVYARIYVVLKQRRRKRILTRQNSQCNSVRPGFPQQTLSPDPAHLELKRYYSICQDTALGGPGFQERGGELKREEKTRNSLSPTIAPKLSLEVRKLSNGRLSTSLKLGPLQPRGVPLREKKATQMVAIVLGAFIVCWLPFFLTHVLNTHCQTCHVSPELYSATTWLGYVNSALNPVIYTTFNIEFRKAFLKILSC
#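 Cells expressing the human receptor were seeded at 1500 cells/well, incubated overnight at 37 degrees C in 5% CO2, then exposed to library compounds with dopamine controls for 90 minutes at 37 degrees C before luminescent detection.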
# aSyn yeast inh = qHTS of alpha-syn Inhibitors. 370,000 tested, 0.14% active. Yeast expressing alpha-synuclein, growth rescue, BacTiter-Glo, 24 h. AID 652106, 2013. Potency, µM (top dose mostly 46.1 µM), inactives show at the highest dose growth rescue (activation), actives largely listed as activators; note: potency is the fitted concentration of half-maximal effect; % of control where 0% means no effect; nearly all actives have a fitted effect of over 65% in size
#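 Readout is rescue of growth in alpha-synuclein-expressing yeast, so inhibitors of toxicity appear as activators. Growth after 24 hr at 30 deg C in galactose medium is quantified by luminescence.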
# Akt phos inh = HTS Assay for Inhibitors of Akt Phophorylation: Primary Screen; 360,000 tested, 0.32% active; Neuro2A IGF-stimulated pAkt S473 HTRF, 20 min; stronger effect = lower value; activity change, % for hits at 50 µM; AID 651550, 2012; in the data active = activity change below about -80%; inconclusive = mostly about -51% to -80%; note: % is set by controls: 0 for no effect and ±100 for the full control effect
#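 Neuro2A cells in DMEM with 0.5% FBS, overnight at 37 deg C, given compound at single 50 µM final, then IGF (6 nM final) for 20 min at 37 deg C. Lysed; phospho-Akt Ser473 by HTRF after 24 h, 665/615 ratio.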
# TDP-43 yeast inh = qHTS of TDP-43 Inhibitors. 410,000 tested, 1.8% active. Potency, µM (titrated, usually from 46.1 µM), inactives show at the top dose growth rescue (activation), usual class: activators. TDP-43 expressing yeast growth rescue, BacTiter-Glo, 24 h. AID 652104, 2013; note: potency is the fitted concentration of half-maximal effect; % of control where 0% means no effect; nearly all actives have a fitted effect of over 50% in size
#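 Readout is BacTiter-Glo luminescence of cell growth, so inhibitors register as activators. TDP-43-expressing yeast at OD600=0.02 in galactose medium, after raffinose pregrowth to mid-log, were incubated with compound for 24 hr at 30 deg C.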
# Abeta yeast res = qHTS for compounds that reverse cellular toxicity of Amyloid beta (A-beta) peptide in yeast: Primary Screen | yeast expressing A-beta42, growth rescue, OD600, 48 h; response scale: 0% DMSO, 100% iron-clioquinol control | Potency, µM (titrated, usually from 46.1 µM), for inactives: top-dose growth rescue, hits mostly activators | 410,000 tested, 0.063% active; note: potency is the fitted concentration of half-maximal effect; nearly all actives have a fitted effect of over 55% in size
#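 Growth rescue measured by 600 nm absorbance after 48 h yeast culture at 30 C with compound. Values normalized between DMSO and an equimolar ferric chloride plus clioquinol control.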
# PTHR1 ag = qHTS for PTHR1 Agonists: Primary Screen; Parathyroid hormone/parathyroid hormone-related peptide receptor (Homo sapiens), Q03431; HEK293 GP2 PTHR1 cells, GloSensor cAMP luminescence, 1 h; Potency, µM (series often up to 115 µM), for inactives: at the highest dose activation, actives largely listed as activators; 410,000 tested, 0.075% active; AID 743266, 2014; note: potency is the fitted concentration of half-maximal effect; nearly all actives have a fitted effect of over 55% in size; some results filed as inactive show a strong effect at the top dose; inactives centre near -15; many of its hits are not listed in these tables
#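 HEK-293-derived GP2 cells expressing PTHR1 and a GloSensor cAMP reporter, 3,000/well, plated overnight, given luciferin plus IBMX (each 0.5 mM as added) for 1 h at 37 °C, then compound for 1 h at 37 °C. Luminescence was read after 15 min at room temperature.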
# * hit, by the source's call; i = inactive; ? = inconclusive; nt = not tested or not shown; [ ] = another dose, or the depositor's remark. Unless noted, calls come from the whole dose curve; as a rule, active = well fitted curve in the direction sought with a large enough effect; inconclusive = small, poorly fitted or top-dose-only effect, or another doubt; inactive = no such curve, though single readings can be large; an effect the other way counts as inactive or inconclusive. A portion of the library; count on the stated rates, not on these rows.
SMILES,GLP-1R agonist,GLP1R inv ag,FUS yeast rescue,D3 antag,aSyn yeast inh,Akt phos inh,TDP-43 yeast inh,Abeta yeast res,PTHR1 ag
O=C1CCC([N+](=O)[O-])C(c2ccccc2Br)N1 (configuration not stated),3.8%,10.2%,-25.7%,-4.3,-0.2%,i,20.8%,6.7%,i
CCn1c(=NC(=O)CS(=O)(=O)c2ccc(F)cc2)sc2cccc(OC)c21,2.0%,?,18.6%,0.0,10.5%,i,?,2.0%,-53.7%
O=C(CCCn1c(=O)c2cccn2c2ccccc21)NCc1ccccc1Br,nt,12.4%,33.1%,nt,nt,nt,?,-0.9%,-1.8%
Cc1nn(C)c(C)c1NC(=O)CSc1nc(Cc2ccccc2)nc2c1cnn2-c1ccccc1,2.0%,0.7%,8.2%,-5.5,1.0%,i,-38.1%[inhibitor],-15.1%,11.7%[57.5 µM]
O=C(C1CCCN(c2ncnc3c2nc2n3CCCCC2)C1)N1CCCCC1 (configuration not stated),4.2%,1.8%,19.0%,6.6,-7.3%,i,-0.1%,-1.8%,i
CCN(C(=O)COC(=O)c1ccc2ccccc2n1)c1c(N)n(Cc2ccccc2)c(=O)[nH]c1=O,-11.8%,9.7%,-6.8%,-1.2,-7.8%,i,-5.2%,-1.4%,-23.7%
CCOc1ccc(-c2nn[nH]n2)cc1,0.1%,10.8%,6.5%,-17.5,-1.0%,i,11.9%,-0.7%,i
CCN(C(=O)CSc1cc(C)c2ccccc2n1)C1CCS(=O)(=O)C1 (configuration not stated),11.2%,10.6%[7.66 µM],18.3%,4.7,1.9%,i,13.4%[9.22 µM],4.6%,i
CC(NS(=O)(=O)c1ccc(F)cc1)C(c1cccs1)N1CCN(C)CC1 (configuration not stated),6.1%,-7.2%,-0.3%,-25.0,5.3%,i,-10.7%,-1.8%,?
CC(C)N1CCSC1=S,-1.3%,6.0%,nt,-5.6,-3.4%,i,-18.1%,1.0%,i
CC(=O)c1ccc(NC2CC(O)C(O)CO2)cc1 (configuration not stated),-11.2%,6.5%,8.3%,-7.3,-4.5%,i,-7.3%,-4.2%,-8.2%[57.5 µM]
O=C1CC(c2ccccc2)c2c(n3ncnc3[nH]c2=O)N1 (configuration not stated),nt,1.5%,-25.8%,nt,nt,nt,8.3%[9.22 µM],2.2%,-5.1%
CCCCCCC(=O)Nc1ccc(C(=O)N2CCCC2)cc1,-6.9%,6.8%,6.5%,-21.1,2.2%,i,-19.0%,-2.7%,i
COc1cc(C)ccc1S(=O)(=O)NC(=O)C1(C)CCN1C(=O)Cc1ccc(Cl)cc1Cl (configuration not stated),4.3%,-11.1%,25.0%,13.5,10.4%,i,19.3%,-3.8%,i
O=C(c1ccc([N+](=O)[O-])cc1)c1cc2ccc(O)cc2oc1=O,-0.4%,33.5%[activator],17.7%,-28.3,-6.0%,i,1.7%,4.2%,-23.3%

# Compound profiles (already shown). Order of values: GLP-1R agonist	GLP1R inv ag	FUS yeast rescue	D3 antag	aSyn yeast inh	Akt phos inh	TDP-43 yeast inh	Abeta yeast res	PTHR1 ag
# Listed for CC(NS(=O)(=O)c1ccc(F)cc1)C(c1cccs1)N1CCN(C)CC1 (configuration not stated) = 6.1%	-7.2%	-0.3%	-25.0	5.3%	i	-10.7%	-1.8%	?
# Listed for CCOc1ccc(-c2nn[nH]n2)cc1 = 0.1%	10.8%	6.5%	-17.5	-1.0%	i	11.9%	-0.7%	i

# The results go on:
SMILES,GLP-1R agonist,GLP1R inv ag,FUS yeast rescue,D3 antag,aSyn yeast inh,Akt phos inh,TDP-43 yeast inh,Abeta yeast res,PTHR1 ag
COc1ccc(N2C(=O)NC(NC(=O)c3ccncc3)(C(F)(F)F)C2=O)cc1 (configuration not stated),-1.7%,1.1%,nt,-8.8,-0.5%,i,-14.5%,21.8%,i
O=C1C2C3C=CC(C3)C2C(=O)N1/N=C/c1ccc(-c2ccccc2[N+](=O)[O-])o1 (configuration not stated),8.9%,?,21.8%,-12.2,0.8%,i,-12.0%,-5.4%,i
CCOC(=O)Cn1c(=O)n(-c2ccccc2OC)c2nc(-c3ccccc3C)nc(C(N)=O)c21,-1.5%,?,?,nt,9.3%,nt,19.6%,-9.1%,i
COC(=O)c1sc2nc(N3CCCCC3)c3c(c2c1N)CCCC3,1.1%,41.1%,19.6%,60.2,25.7%,i,-20.5%,-15.2%,6.9%[57.5 µM]
CC(=O)c1ccc(OCc2cn(CC(=O)c3ccc(O)cc3)nn2)c(C)c1,-3.9%,-0.3%,-4.2%,-24.0,-7.3%,i,0.0%,4.2%,-14.7%
CCC(=O)N1CCN(c2ccccc2NC(=O)c2ccc([N+](=O)[O-])o2)CC1,10.9%,22.8%,10.4%,-4.4,-2.5%,i,-11.7%,-21.5%,-1.9%
COc1ccc(NC(=O)C2CCN(C(=O)c3sc4nc[nH]c(=O)c4c3C)CC2)cc1Cl,nt,-3.5%,-1.0%,nt,nt,nt,-5.5%,-1.8%,-4.5%
O=S(=O)(NCCC1=CCCCC1)c1c(Cl)cccc1Cl,-1.0%,?,25.6%,-9.2,10.8%,i,?,-14.8%,-18.6%
Cc1nc2c(nnn2Cc2ccccc2)c(=O)n1-c1ccccc1,1.4%,0.7%,4.2%,-13.6,0.9%,i,-15.1%,2.7%,i
CCCCCSc1nc(N2CCOCC2)c2c(c1C#N)CC(C)(C)OC2,-0.8%,?,-17.2%,21.9,14.0%,i,-5.9%,4.9%,-2.8%[57.5 µM]
Cc1noc(C)c1C(=O)OCC(=O)/C=C1\N(C)c2ccccc2C1(C)C,-1.6%,0.0%,-0.2%,14.9,nt,nt,9.4%,5.4%,-14.0%
CC(C)c1ccc(C2=CC(c3ccc(C(C)C)cc3)n3nnnc3N2)cc1 (configuration not stated),nt,5.6%,8.8%,nt,nt,nt,-2.9%,-5.9%,-67.4%[inhibitor]
CCCn1c(CCNc2nc(-c3ccc(OC)cc3)cs2)nc2ccccc21,17.1%,-2.6%,-1.9%,50.6,0.7%,i,26.1%,0.8%,-41.9%[inhibitor]
COc1cccc(-n2nnc3c(=O)n(Cc4ccccc4F)cnc32)c1,7.6%,14.8%,-0.6%,18.1,1.8%,i,-15.9%,4.1%,i
CCN(CC)c1nc(OC)nc(-n2nnc(C(C)=O)c2C)n1,?,95.6%[activator],-12.0%,-2.2,10.9%,nt,16.1%,-37.4%[inhibitor],-16.6%[57.5 µM]

# Ordered by the number under GLP1R inv ag (highest first): five from the list above.
smiles,GLP1R inv ag
COC(=O)c1sc2nc(N3CCCCC3)c3c(c2c1N)CCCC3,41.1%
CC(=O)c1ccc(NC2CC(O)C(O)CO2)cc1 (configuration not stated),6.5%
O=C1CC(c2ccccc2)c2c(n3ncnc3[nH]c2=O)N1 (configuration not stated),1.5%
Cc1nc2c(nnn2Cc2ccccc2)c(=O)n1-c1ccccc1,0.7%
Cc1noc(C)c1C(=O)OCC(=O)/C=C1\N(C)c2ccccc2C1(C)C,0.0%

# (next part)
SMILES,GLP-1R agonist,GLP1R inv ag,FUS yeast rescue,D3 antag,aSyn yeast inh,Akt phos inh,TDP-43 yeast inh,Abeta yeast res,PTHR1 ag
Cc1nn(-c2ccccc2)c2[nH]c(=O)cc(C(F)F)c12,-5.2%,18.7%,-6.8%,5.7,1.9%[1.84 µM],i,?,-3.7%,-10.4%
Cc1ccc(CNC(=O)CSc2nnnn2C)cc1,-8.2%,2.8%,17.5%,-18.9,nt,nt,-19.8%,-12.5%,-21.7%
C/C(=N\NC(=O)c1nnn(-c2nonc2N)c1CN(C)C)c1ccco1,1.1%,4.6%,9.6%,-1.6,0.8%,i,-3.8%,-7.4%,i
CCOc1ccc(CCNC(=O)C2CCN(Cc3nc(-c4ccccc4C)oc3C)CC2)cc1OCC,nt,12.0%,-1.6%,nt,nt,nt,14.3%,-8.7%,i
COc1ccc(NC(=O)CCNS(=O)(=O)c2ccc3c(c2)c(=O)n(C)c(=O)n3C)c(OC)c1,3.0%,2.6%,36.8%,-8.1,-5.9%,i,0.0%,-19.7%,-7.2%
O=C(Cc1ccc(-n2c(=S)[nH]c3ccccc3c2=O)cc1)N1CCC(N2CCCCC2)CC1,2.0%,0.0%,34.8%,8.3,7.2%,i,1.5%,-1.3%,-3.4%[57.5 µM]
Cc1cccc(NC(=S)N2CCCC(c3nc4ccccc4[nH]3)C2)c1 (configuration not stated),-6.9%,?,-22.2%,-4.2,-8.9%,i,13.8%,-5.9%,-90.8%[inhibitor]
O=S1(=O)CC(N2CCN(c3ncccn3)CC2)CN1Cc1ccc(F)cc1 (configuration not stated),-2.6%,2.0%,-8.6%,-19.9,10.9%,i,19.5%,-13.2%,-6.4%
CC(C)C1C(=O)N(Cc2cn(Cc3ccco3)nn2)CCS(=O)(=O)N1Cc1ccc(-c2ccc(F)nc2)cc1 (configuration not stated),-2.3%,-11.7%,?,4.7,-4.4%,i,0.0%,-32.5%[inhibitor],-10.7%
CCOc1ccc(NC(=O)CSc2nnc(COc3c(C)cccc3C)o2)cc1,-0.1%,10.4%,-12.7%,-0.7,0.7%,i,4.3%,-10.6%,-11.8%
